sdo1 growth: growth rescue of sdo1-depleted yeast, primary screen, S. cerevisiae, bone marrow failure model. AID 817, 2007. S. cerevisiae sdo1-depleted JHY4D growth rescue, OD600 30 h; stronger effect = higher value; pdr5 snq2 efflux-pump mutant strain. z-score at 10 µM. 140,000 compounds, 0.21% hits;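 active = z-score above 3 at both the 24 hr and the 30 hr optical density reads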;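 also: z-score against mean and SD of all compound wells on the same plate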
Insulin prom inh: inhibitors of insulin promoter-driven GFP, primary screen, imaging, TRM-6 cells (human fetal islet line), eGFP reporter, cell count. reporter expression induced with tamoxifen. inhibition, % at 2 µM. 130,000 compounds, 0.9% hits. AID 1273, 2008;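 active = inhibition above the mean plus 3 SD, with well images judged a real hit on visual review, cut at about 60% in these data, passing the limit was not always enough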
sdo1 growth Rescue 24 h: also measured in sdo1 growth; calls as there; z-score; S. cerevisiae sdo1-depleted JHY4D growth rescue, OD600; measured here: growth rescue at 24 h;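 0 is the plate mean of compound wells and units are plate SD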
An asterisk follows results filed as active; . = not tested or not shown. The list is partial (hit frequency here may not be typical).

| sdo1 growth | sdo1 growth Rescue 24 h | Insulin prom inh | Structure |
| --- | --- | --- | --- |
| 1.6 | 1.1 | . | O=C(CNC(=O)c1ccco1)NCCCc1ccccc1 |
| 1.1 | 0.35 | -75 | CCOC(=O)c1sc(=S)n(-c2ccc3c(c2)OCO3)c1N |
| -0.92 | 0.98 | -23 | CCOc1ccc2nc(SCC(=O)c3ccc(Cl)s3)sc2c1 |
| 0.45 | 0.35 | -22 | CC/C(=N/O)c1cnnc(SC)n1 |
| -0.77 | 2.1 | -46 | Cc1nn(CC(O)COc2ccc3c(c2)CCC3)c(C)c1Br (stereo unspecified) |
| -1.3 | -1.4 | . | O=C1CC(N(Cc2cccs2)C(=O)Nc2ccccc2)C(=O)N1c1ccc(Cl)cc1 (stereo unspecified) |
| 0.67 | 0.24 | -20 | O=C(CSc1ccccc1C(=O)O)NCc1ccc(Cl)cc1 |
| -0.49 | -0.45 | . | CCN1C=C(C(=O)OC)C(c2cccc(C)c2)C(C(=O)OC)=C1 |
| 1.1 | 1.2 | . | CCOC(=O)N1CCN(S(=O)(=O)c2ccc3c(c2)OCC(=O)N3)CC1 |
| -1.4 | -0.28 | 23 | CN1CCN(c2oc(COc3ccc(-c4ccccc4)cc3)nc2C#N)CC1 |
| 0.93 | 0.92 | . | COc1cc(/C=N/NC(=O)C(=O)NCc2cccnc2)ccc1O |
| -0.51 | -1.1 | -26 | CCOc1ccc(N(CC(=O)NC(C)(C)C)C(=O)c2ccco2)cc1 |
| 0.9 | 1.1 | -90 | O=C(Cc1ccc(F)cc1)OCC(=O)c1cc2ccccc2o1 |
| 1.4 | 1.4 | 38 | CCCn1c(N)c(C(=O)CSc2nnc(-c3cccnc3)n2-c2ccc(C)cc2C)c(=O)[nH]c1=O |
| -0.89 | -0.74 | -70 | CC1=Nn2c(nc(-c3ccccc3)c2-c2ccccc2)N(CC(N)=O)C(=O)C1 |
| 0.32 | -0.36 | 26 | CCOC(=O)c1sc(N)c(C#N)c1CSc1nc2ccc(C)cc2[nH]1 |
| 0.76 | 0.66 | . | COC(=O)c1ccc(Cc2ccc(C(=O)OC)o2)o1 |
| -1.4 | -0.38 | -6 | Cc1ccc2c(c1)c1ncnc(N3CCc4ccccc4C3)c1n2C |
| 0.19 | -0.48 | 40 | O=C(CN1C(=O)C2C3C=CC(C3)C2C1=O)Nc1nc2ccccc2[nH]1 (stereo unspecified) |
| -1.1 | -0.19 | -7 | COc1ccc(-c2nn(C)c(=O)c3ccccc23)cc1NC(=O)COc1ccccc1 |
| -0.2 | -0.37 | 57 | CCOc1cccc(N(C(=O)C2COc3ccccc3O2)C(C(=O)NC2CCCCC2)c2ccc(O)cc2)c1 (stereo unspecified) |
| -0.29 | -0.42 | 5 | CCCC(=O)NC(NC(=S)Nc1ccc(N=Nc2ccccc2)cc1)C(Cl)(Cl)Cl (stereo unspecified) |
| -0.08 | -0.32 | -34 | COc1cc(C2c3c(oc4ccccc4c3=O)C(=O)N2Cc2ccco2)ccc1O (stereo unspecified) |
| . | . | -53 | COc1ccccc1NC(=O)Cn1cnc2c(nnn2-c2ccc(C)cc2)c1=O |
| . | . | 24 | Cc1cc2oc(C(=O)NCc3ccc(S(N)(=O)=O)cc3)c(C)c2cc1C |

Brought forward from above: 4 compounds, then new ones.
| sdo1 growth | sdo1 growth Rescue 24 h | Insulin prom inh | Structure |
| --- | --- | --- | --- |
| -0.29 | -0.42 | 5 | CCCC(=O)NC(NC(=S)Nc1ccc(N=Nc2ccccc2)cc1)C(Cl)(Cl)Cl (stereo unspecified) |
| -0.08 | -0.32 | -34 | COc1cc(C2c3c(oc4ccccc4c3=O)C(=O)N2Cc2ccco2)ccc1O (stereo unspecified) |
| . | . | -53 | COc1ccccc1NC(=O)Cn1cnc2c(nnn2-c2ccc(C)cc2)c1=O |
| . | . | 24 | Cc1cc2oc(C(=O)NCc3ccc(S(N)(=O)=O)cc3)c(C)c2cc1C |
| -0.3 | -0.31 | 35 | NS(=O)(=O)c1cc2c(cc1C(F)(F)F)NCNS2(=O)=O |
| 0.08 | -0.29 | . | CCSc1nc2c(c(=O)[nH]1)C(c1ccncc1)C(C(=O)OC)=C(C)N2 (stereo unspecified) |
| 1 | 1.2 | 25 | COC(=O)Cn1c(SCc2ccccc2)nc2ccccc21 |
| -0.08 | -0.71 | 31 | O=C(OCc1nc2ccccc2s1)c1cccs1 |
| 1.9 | 1.9 | 27 | COc1ccccc1C(=O)Nc1cccc(NC(C)=O)c1 |
| 0.1 | -0.19 | -75 | COc1ccc(NC(=O)c2cccnc2N2CCCCC2)cc1 |
| -0.99 | -0.74 | 4 | O=C(NCCC1=CCCCC1)c1ccc(Cl)c(S(=O)(=O)Nc2ccccc2)c1 |
| 0.51 | 0.7 | -2 | Cc1ccc(Nc2nnc(SCC(=O)NCc3ccco3)s2)cc1 |
| 0.54 | -0.18 | . | CC(=O)NCc1nc2ccccc2n1Cc1ccccc1C |
| . | . | 39 | CC(C)(C)CN1CCNC(=O)C1CC(=O)NCCc1ccccc1F (stereo unspecified) |
| . | . | -46 | COc1ccc(C(=O)C[n+]2ccc3c(c2)nnn3-c2ccccc2)cc1 |
| 0.95 | -0.47 | . | Cc1sc2nc(SCC(=O)N(CCO)CCO)n(C3CCCCC3)c(=O)c2c1C |
| 1 | 0.46 | 7 | CCNc1nc(NCC)nc(Oc2ccc(OCC)nn2)n1 |
| -0.76 | -1.2 | . | c1cncc(C(c2nnnn2C2CCCC2)N2CCCC2)c1 (stereo unspecified) |
| 0.12 | -1.1 | 0 | COc1ccc(NC2=CC(=O)N(C)C2=O)cc1 |
| -1.5 | -0.6 | -35 | Cc1ccc(NC(=O)CCN2CCN(C/C=C/c3ccccc3)CC2)cc1C |
| -1.2 | -0.86 | 23 | COc1ccccc1C/C(N)=N/OC(=O)COc1cccc(C)c1 |
| -1.4 | -0.84 | -52 | CCCN(CCC)C(=O)Cc1coc2ccc3ccccc3c12 |
| -2 | -1.3 | -64 | COc1cccc(NC(=O)COc2ncnc3sc(C)c(C)c23)c1 |
| -0.61 | 0.2 | -56 | O=C(Nc1cc(C(F)(F)F)ccc1-n1cncn1)c1ccc(Br)cc1 |
| -0.79 | -0.77 | 52 | C/C(=N\NC(=O)C(=O)Nc1ccc(C)cc1)c1ccncc1 |
| -0.15 | -0.03 | -43 | CC(C)NC(=S)NN(c1ccccc1)c1ccccc1 |
| -0.08 | 0.02 | . | CCOC(=O)Cn1c(=O)c2c(nc(Br)n2CC(=O)OCC)n(C)c1=O |
| . | . | 15 | COC(=O)/C=C/COc1ccccc1[N+](=O)[O-] |
| 1.6 | 1.8 | 35 | Cc1ccnc(N2C(=O)C3C4CC(C(Br)C4Br)C3C2=O)c1 (stereo unspecified) |
| -1.1 | -0.72 | . | Cn1c(N)c(C(=O)COC(=O)C2(c3ccc(F)cc3)CCCC2)c(=O)n(C)c1=O |
| 0.74 | -1.3 | -40 | CCOC(=O)C1C(=O)NC(N2CCN(c3ccccc3)CC2)=NC1c1ccccc1 (stereo unspecified) |
| . | . | 6 | O=C(COC(=O)c1cc(S(=O)(=O)N2CCCCC2)ccc1Cl)NCc1ccco1 |
| -0.4 | -0.13 | . | COc1ccc(C(=O)N/C(N)=N/c2nc3ccccc3o2)cc1 |
| -1.8 | -1.1 | 52 | CC1(C)CC2CC(C)(CN2c2ncnc3ccccc23)C1 (stereo unspecified) |
| . | . | 28 | Nc1ccc(N2CCOCC2)cc1C(F)(F)F |
| 0.74 | 0.36 | 29 | COc1cccc(/C=N\NC(=O)C2=NNC(=O)C2C)c1O (stereo unspecified) |
| . | . | -33 | Cc1cc(=O)n2c(sc3ccccc32)c1C#N |
| . | . | 15 | CCOc1cc(CNn2c(C)nnc2SCC(=O)NC(C)(C)C)ccc1OCC(=O)NC(C)(C)C |
| -0.72 | -0.91 | 10 | CN1CCN(c2ccc(S(=O)(=O)N3CCCCC3)cc2NC(=O)c2ccc3ccccc3c2)CC1 |
| 2 | 1.1 | -69 | CCN(CC)S(=O)(=O)N1CCC(C(=O)NC(C)CCc2ccccc2)CC1 (stereo unspecified) |
| -0.74 | -1.3 | -103 | Cc1ccccc1-c1nc(Cc2ccc(Cl)cc2)no1 |
| -1.9 | -0.67 | . | Cc1cc(C)c(C(=O)c2ccc(C(=O)N(C(C)C)C(C)C)cc2)c(C)c1 |
| 0.6 | -0.06 | -6 | CCC(=O)N1CC2(C)CN(C(=O)CC)CC(C)(C1)C2 |
| . | . | -8 | CCOC(=O)C1CCN(CCC(=O)Nc2ccc(F)cc2)CC1 |
| 1.1 | 0.91 | 10 | CC(=O)N1CCN=C1SCc1ccc(C)cc1 |
| 0.29 | -0.13 | . | Cc1ccc(NC(=O)CCc2nnc(SCC(=O)Nc3ccccc3C)n2C)cc1Cl |
| -0.19 | 0.14 | -6 | O=C(COc1cccc2cccnc12)Nc1nccs1 |
| 0.05 | -0.86 | 8 | COc1cccc(-c2cc(C(=O)NN3CCOCC3)c3ccccc3n2)c1 |
| . | . | 12 | O=C(COC(=O)Cc1ccc(Br)cc1)NCC1CCCCC1 |
| . | . | -14 | C#CC[N+]1(CC#Cc2cccc3ccccc23)CCOCC1 |
| . | . | -75 | COc1ccc(Nc2nc3c([nH]2)c(=O)[nH]c(=O)n3C)cc1 |
| -0.53 | 1 | 14 | CC1CN(CCCOc2ccc([N+](=O)[O-])cc2)CC(C)O1 (stereo unspecified) |
| 3 | 1.1 | . | Cc1cccc(NC(=O)CSC(N)=O)c1C |
| -0.58 | -0.4 | -17 | O=c1c2c(-c3ccccc3)csc2ncn1/N=C/c1c2ccccc2cc2ccccc12 |

(next part)
| sdo1 growth | sdo1 growth Rescue 24 h | Insulin prom inh | Structure |
| --- | --- | --- | --- |
| 0.22 | -0.45 | -10 | Cn1c2c(c(=O)n(C)c1=O)C(c1cccc([N+](=O)[O-])c1)Nc1ccccc1O2 (stereo unspecified) |
| -0.73 | -0.49 | -57 | COC(=O)c1[nH]c2ccc(F)cc2c1NS(=O)(=O)c1ccc(OC)cc1 |
| -1.1 | -2.4 | -45 | N#Cc1c(N2CCOCC2)nc(N2CCCCC2)c2c1CCN(C1CCCCC1)C2 |
| -0.42 | -0.99 | . | CCOC(=O)N1CCC(NC(=O)CS(=O)(=O)Cc2nc(-c3ccc(C)cc3)oc2C)CC1 |
| 0.4 | -0.05 | . | Cc1nnc(NC(=O)CSc2nc3c(c(=O)n2C)SC(C)C3)s1 (stereo unspecified) |
| . | . | 43 | COc1cccc(/C=C2\Sc3ccc(C(=O)NCc4cccnc4)cc3N(C)C2=O)c1 |
| -0.53 | -0.27 | . | COc1cccc(/C=N/NC(=O)c2cccc([N+](=O)[O-])c2)c1OS(=O)(=O)c1ccccc1 |
| . | . | 12 | O=C(CC1NCCc2ccccc21)Nc1ccccc1Cl (stereo unspecified) |
| -0.68 | 1.5 | . | Cc1ccc(NC(=O)CSc2nnc(Cc3cccn3C)n2-c2ccc(F)cc2)c(C)c1 |
| 0.23 | -0.18 | -100 | CS(=O)(=O)N(CC(=O)NCc1ccccc1Cl)C1CCCCC1 |
| -0.39 | 0.81 | -25 | Cc1sc2ncnc(Sc3nnc4sc5ccccc5n34)c2c1C |
| 0.44 | 0.37 | -13 | COC(=O)c1ccc(COC(=O)CNC(=O)c2ccc(-c3ccccc3)cc2)cc1 |
| 0.39 | 0.84 | -40 | COc1ccc(OCCSc2nnc(CC(=O)Nc3cccc(Cl)c3Cl)n2C)cc1 |
| -1.8 | -1.6 | 30 | O=C(c1cc(-c2cccc(O)c2)on1)N1CCc2ccccc2C1 |
| 0.1 | -0.18 | -205 | CC1(C)CC(=O)C(C(C2=C(O)CC(C)(C)CC2=O)c2cccnc2)C(=O)C1 (stereo unspecified) |
| -0.3 | -0.13 | -37 | COc1cc(C(C[N+](=O)[O-])c2c(-c3ccccc3)cc3ccccn23)cc(OC)c1OC (stereo unspecified) |
| 0.79 | 1.3 | -15 | Cc1ccc(N2C(=O)C(Cl)=C(N3CCN(C)CC3)C2=O)c(C)c1 |
| 0.98 | 0.69 | -12 | Cc1ccc2c(C)ccc(O)c2n1 |
| -0.3 | 0.09 | -31 | CCc1ccccc1NC(=O)/C(=C/c1ccco1)c1ccccc1 |
| 0.28 | -0.74 | 26 | O=C(COC(=O)c1ccncc1)NCc1ccccc1 |
| -1.2 | -0.7 | -284 | COc1ccc(CNC(=O)C(c2cccs2)N(Cc2ccco2)C(=O)Cc2cccs2)cc1 (stereo unspecified) |
| . | . | -4 | COc1ccc(NC2(c3ccccc3)OC(=O)c3ccccc32)cc1 (stereo unspecified) |
| -1.1 | -1.2 | -64 | COC(=O)CC1COc2ccccc2N1C(=O)c1ccc(C(C)(C)C)cc1 (stereo unspecified) |
| 0.31 | -0.18 | 23 | O=C(NC1CCCc2ccccc21)c1ccccc1 (stereo unspecified) |

Complete entries from above. Values in the order: sdo1 growth, sdo1 growth Rescue 24 h, Insulin prom inh
`COc1cc(C(C[N+](=O)[O-])c2c(-c3ccccc3)cc3ccccn23)cc(OC)c1OC` (stereo unspecified) in the list: -0.3, -0.13, -37
`CS(=O)(=O)N(CC(=O)NCc1ccccc1Cl)C1CCCCC1` in the list: 0.23, -0.18, -100

Of the compounds above, these have bromine:
| sdo1 growth | sdo1 growth Rescue 24 h | Insulin prom inh | Structure |
| --- | --- | --- | --- |
| -0.77 | 2.1 | -46 | Cc1nn(CC(O)COc2ccc3c(c2)CCC3)c(C)c1Br (stereo unspecified) |
| -0.61 | 0.2 | -56 | O=C(Nc1cc(C(F)(F)F)ccc1-n1cncn1)c1ccc(Br)cc1 |
| -0.08 | 0.02 | . | CCOC(=O)Cn1c(=O)c2c(nc(Br)n2CC(=O)OCC)n(C)c1=O |
| 1.6 | 1.8 | 35 | Cc1ccnc(N2C(=O)C3C4CC(C(Br)C4Br)C3C2=O)c1 (stereo unspecified) |
| . | . | 12 | O=C(COC(=O)Cc1ccc(Br)cc1)NCC1CCCCC1 |

Screening data (PubChem)
